USP2a block – USP2a (human) protease inhibition. O75604. Potency, µM (doses to about 38.3 µM), inactives show at the highest dose activity change, negative = inhibition, usual class: inhibitors. AID 463254. actives 0.01% (n = 330,000). USP2 core, Ub-CHOP2 coupled fluorogenic reporter, 485/531;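 also: potency is read from the fitted curve at half-maximal effect; plate controls were DMSO wells for no effect and full inhibition by NEM control for full effect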
Target sequence (O75604 whole entry, looked up): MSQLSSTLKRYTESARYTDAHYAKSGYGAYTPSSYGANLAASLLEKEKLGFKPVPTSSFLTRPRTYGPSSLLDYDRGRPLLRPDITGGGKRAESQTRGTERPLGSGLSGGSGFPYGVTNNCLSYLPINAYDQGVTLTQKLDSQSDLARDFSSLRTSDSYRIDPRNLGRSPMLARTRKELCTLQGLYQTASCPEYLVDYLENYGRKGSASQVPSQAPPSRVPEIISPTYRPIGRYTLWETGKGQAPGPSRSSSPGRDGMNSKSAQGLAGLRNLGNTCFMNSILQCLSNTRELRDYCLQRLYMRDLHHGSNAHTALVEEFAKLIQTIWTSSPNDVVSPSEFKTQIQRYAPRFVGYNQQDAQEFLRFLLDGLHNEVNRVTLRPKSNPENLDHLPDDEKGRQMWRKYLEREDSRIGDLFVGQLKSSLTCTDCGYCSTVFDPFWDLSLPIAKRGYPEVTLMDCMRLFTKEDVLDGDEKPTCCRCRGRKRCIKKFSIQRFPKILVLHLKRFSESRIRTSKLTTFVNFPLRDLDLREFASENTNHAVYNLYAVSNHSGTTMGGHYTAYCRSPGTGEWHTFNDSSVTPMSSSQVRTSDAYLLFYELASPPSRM
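USP2 core (10nM final) preincubated 30min RT with compound in 20mM Tris-HCl pH 8.0, 2mM CaCl2, 2mM beta-mercaptoethanol, 0.05% CHAPS; 25nM Ub-CHOP2 plus 25nM reporter substrate added, fluorescence (Ex485/Em531) read after 60min.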
PTAP TSG101 blk – blocks PTAP/TSG101 interaction to inhibit HIV-1 budding; Potency, µM (top dose mostly 115 µM), for inactives: at the top dose activity change, negative = inhibition, usual class: inhibitors; Fluorescence polarization, FITC-PTAP peptide / Tsg101 binding; AID 493005; 340,000 tested, under 10 active; Q99816; active = well fitted inhibition curve with a large enough effect in the main read-out, with a control signal flat, not every such curve was filed as active; inconclusive = small, poorly fitted or top-dose-only effect, or effect the other way, or a change in a side signal; inactive = no such curve, though single readings can be large or run the other way; also: potency is read from the fitted curve at half-maximal effect; % of control where 0% means no effect
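Compounds were pin-transferred onto Tsg101 binding domain (10 uM final) in HEPES pH 7.5 buffer, then FITC-PTAP peptide was added at 50 nM final. After 20 min at RT, polarization reported peptide displacement across a qHTS concentration series.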
uPA generation – cell surface uPA generation inhibition | cell surface uPA generation assay, qHTS | Potency, µM (doses to about 38.3 µM), without a hit: at the highest dose activity change, negative = inhibition, most hits filed as inhibitors | actives 0.31% (n = 330,000); active = well fitted inhibition curve with a large enough effect; inconclusive = small, poorly fitted or top-dose-only effect; inactive = no such curve, though single readings can be large or run the other way; tested in mouse RAW 264.7 cells; also: potency is read from the fitted curve at half-maximal effect; % is scaled to controls: 0 for no effect and ±100 for the full control effect; nearly all actives have a fitted effect of over 55% in size
ELG1 repair inh – blocks ELG1-dependent DNA repair in HEK293T cells; Potency, µM (highest dose often 46.1 µM), inactives show at the highest dose activity change, negative = inhibition, actives largely listed as inhibitors; AID 504467; actives 2.3% (n = 330,000); HEK293T ELG1-luciferase reporter, luminescence, 16 h; DNA damage induced by 5-fluorouridine; also: potency is read from the fitted curve at half-maximal effect; % is scaled to controls: 0 for no effect and ±100 for the full control effect; nearly all actives have a fitted effect of over 55% in size
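5-Fluorouridine DNA damage + compound/DMSO, 2,000 cells/well, 16 h, 37 °C/5% CO2. ONE-Glo, 30 min RT, luminescence. Readout = decrease in reporter signal.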
TSHR antagonist – human thyrotropin receptor antagonism; TSHR-expressing cells, TSH-stimulated cAMP HTRF, 2 h; active compounds read low; activity change, negative = inhibition, % at 11.5 µM; P16473; actives 0.2% (n = 330,000);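 active = activity change below a set negative limit, meaning inhibition stronger than a set level, cut at about -70% in these data; inconclusive = activity change between two set negative limits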; also: % is scaled to controls: 0 for no effect and ±100 for the full control effect
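Inhibition of cAMP made by TSHR-expressing cells under TSH stimulation (4nM final, EC80; 2 h, 37 deg C) is quantified with a one-step lysis HTRF kit, anti-cAMP cryptate versus cAMP-d2.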
Mito fusion yeast – blocks mitochondrial division or promotes mitochondrial fusion. S. cerevisiae fusion-defective mutant growth rescue, CellTiterGlo 48 h. Potency, µM (top dose mostly 46.1 µM), without a hit: at the highest dose growth rescue (activation), hits mostly activators. actives 0.23% (n = 320,000). AID 485298;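 also: potency is read from the fitted curve at half-maximal effect; % of control where 0% means no effect; nearly all actives have a fitted effect of over 45% in size; temperature-sensitive fusion mutants such as fzo1-1 at 37 °C on non-fermentable ethanol glycerol medium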
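Compounds are tested for their ability to restore growth of mitochondrial fusion-defective yeast strains at non-permissive 37C in YPEG medium over 48 hours. Viability is quantified by luciferase luminescence.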
B2AR arrestin – beta2AR (human) beta-arrestin recruitment activity; P07550; beta-arrestin recruitment to beta2AR, cell-based reporter; Potency, µM (titrated, usually from 46.1 µM), for the others: at the top dose activation, actives largely listed as activators; actives 0.02% (n = 330,000);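 also: potency is read from the fitted curve at half-maximal effect; 0% = DMSO controls and full agonism = EC100 isoproterenol or metaproterenol; nearly all actives have a fitted effect of over 65% in size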
Target sequence (P07550 whole entry, looked up): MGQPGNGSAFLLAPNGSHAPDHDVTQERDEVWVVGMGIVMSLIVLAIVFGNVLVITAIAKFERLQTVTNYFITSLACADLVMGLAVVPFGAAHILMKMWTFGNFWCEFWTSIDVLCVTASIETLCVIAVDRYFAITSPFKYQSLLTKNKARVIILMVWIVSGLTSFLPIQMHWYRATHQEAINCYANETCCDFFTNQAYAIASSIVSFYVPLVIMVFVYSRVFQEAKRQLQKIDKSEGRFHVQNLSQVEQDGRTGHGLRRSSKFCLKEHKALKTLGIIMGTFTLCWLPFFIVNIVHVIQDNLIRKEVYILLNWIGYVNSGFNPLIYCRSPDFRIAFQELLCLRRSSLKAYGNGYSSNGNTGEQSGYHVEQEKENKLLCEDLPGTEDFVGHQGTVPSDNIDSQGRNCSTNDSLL
TCR act – activates T cell receptor signaling | 330,000 tested, under 10 active | Potency, µM (top dose mostly 9.22 µM), inactives show at the highest dose activation of IL-2 secretion, usual class: activators | primary human leukocytes, anti-CD3, IL-2 HTRF, 48 h; also: % of control where 0% means no effect
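Human primary leukocytes + a-CD3 beads + cpd, 48 hr; IL-2 in supernatant by HTRF (ex 320nm / em 665nm). No co-stimulatory signal supplied.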
Eya2 phos inh – inhibitors of human Eya2 phosphatase activity | recombinant Eya2, OMFP fluorescence dephosphorylation (OMFP is methylfluorescein phosphate) | O00167 | Potency, µM (titrated, usually from 76.9 µM), without a hit: at the highest dose activity, negative = inhibition, hits mostly inhibitors | AID 488837 | actives 0.006% (n = 330,000); also: potency is read from the fitted curve at half-maximal effect; % is scaled to controls: 0 for no effect and ±100 for the full control effect
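Eya2 protein (added as 0.2 uM solution) was preincubated with compound for 10 min at ambient temperature in 50 mM HEPES pH 7.5, 50 mM NaCl, 5 uM MgCl2, 0.05% BSA, 1 mM DTT. OMFP (added at 50 uM) then reacted 10 min; fluorescence read at 485/525 nm.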
Tb PFK block – blocks T. brucei phosphofructokinase; O15648; T. brucei PFK, ADP-Glo luminescence; Potency, µM (doses to about 57.5 µM), without a hit: top-dose activity, negative = inhibition, hits mostly inhibitors; actives 0.17% (n = 330,000); AID 485367;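 also: potency is read from the fitted curve at half-maximal effect; 0% = uninhibited 1x PFK enzyme wells and -100% = no-enzyme wells; nearly all actives have a fitted effect of over 60% in size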
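In TEA buffer at pH 8.0 with 5 mM MgCl2, enzyme (1.25 nM) converted F6P (0.5 mM) and ATP (0.1 mM) for 45 min at room temperature. ADP product was read by luciferase luminescence.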
Chronic BCR inh – chronic active BCR signaling inhibition | ABC-DLBCL IkBa-CBG/CBR reporter, luminescence ratio, 4 h | Potency, µM (top dose mostly 46.1 µM), without a hit: at the highest dose ratio change, negative = lower green/red ratio, most hits filed as inhibitors | actives 0.05% (n = 340,000); active = well fitted inhibition curve with a large enough effect in the signal ratio, with a control signal flat, not every such curve was filed as active; inconclusive = small, poorly fitted or top-dose-only effect, or effect the other way, or a change in a side signal; the % refers to the signal ratio;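 also: potency is read from the fitted curve at half-maximal effect; plate controls were basal doxycycline-induced cells for no effect and cells given 10 µM MG132 for full effect; MG132 reads +100%, hits lower the ratio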
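Cell line TMD8 (human ABC DLBCL), stably expressing tet-inducible CBG68-IkBa fusion and CBR; IMDM/0.5% FBS; cpd up to 46 uM; dox induction, 4 h, 37C/5% CO2; dual luminescence; green/red ratio; MG132 control.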
* hit, by the source's call; ? = inconclusive; · = no result given; [ ] = remark or other dose. Unless noted, calls follow the shape of the dose curve; as a rule, active = well fitted curve in the direction sought with a large enough effect; inconclusive = small, poorly fitted or top-dose-only effect, or another doubt; inactive = no such curve, though single readings can be large; an effect the other way counts as inactive or inconclusive. Compounds were not picked by outcome; 3% or so of the library scored in one or more.

| mol | USP2a block | PTAP TSG101 blk | uPA generation | ELG1 repair inh | TSHR antagonist | Mito fusion yeast | B2AR arrestin | TCR act | Eya2 phos inh | Tb PFK block | Chronic BCR inh |
| --- | --- | --- | --- | --- | --- | --- | --- | --- | --- | --- | --- |
| COc1cc(Cl)ccc1OCc1cc(C(=O)NCC(C)(C)N2CCOCC2)no1 | 1% | -1% | 3% | ? | -5 | 2% | 0.0% | -1% | 12% | 3% | 11% |
| COc1cc(C(=O)Nc2ccc(NC(=O)C3CC3)nc2)cc(OC)c1OC | 3% | 2% | 3% | 1% | -7 | 0% | -0.6% | 3% | -8% | -2% | ? |
| Cc1ccc(NC(=O)CN(c2ccccc2F)S(C)(=O)=O)cc1 | -1% | -2% | -1% | -9% | 5 | -4% | 0.2% | 1% | -7% | -6% | -3% |
| N/C(CS(=O)(=O)c1ccccc1)=N\OC(=O)c1ccc(F)cc1 | 0% | 0% | 1% | ? | 2 | 6% | 3.4% | 6% | 0% | 0% | -8% |
| Cc1ccc(-n2c(O)c(C=NC3CCS(=O)(=O)C3)c3ccccc3c2=O)cc1C (configuration not stated) | 1% | -6% | -8% | -16% | -3 | 0% | -0.4% | 6% | -3% | 4% | 19% |
| COC(=O)c1c(NC(=O)CN2CCCC(C)C2)c2c(C)cccc2n1C (configuration not stated) | 0% | -3% | -5% | -13% | -6 | 1% | 0.3% | 3% | 17%[15.4 µM] | -9% | 1% |
| CCOc1ccc(Nc2nc3ccccc3c(=O)s2)cc1 | 0% | -1% | 6% | 12% | 4 | -1% | -0.3% | -6% | ? | 1% | -15% |
| CCOC(=O)C1(C)C=C(Nc2ccc(NC(C)=O)cc2)C(=O)N1c1ccc(NC(C)=O)cc1 (configuration not stated) | -1% | -2% | 3% | -34% | 2 | 1% | 0.1% | 0% | 12% | -4% | -11% |
| COc1cc(-c2nnc3sc(-c4ccco4)nn23)cc(OC)c1OC | -1% | -6% | -4% | -24% | 1 | 8% | 0.0% | 9% | 1% | 14% | 0% |
| CCc1ccccc1N(CC(=O)NC1CCCC1)C(=O)CNC(=O)c1cccs1 | 1% | -2% | -3% | -4% | -9 | 0% | -0.6% | 0% | 5% | -1% | 0% |
| Cc1cccc(NC(=O)N(Cc2cc3cc(C)cc(C)c3[nH]c2=O)CC2COCCO2)c1 (configuration not stated) | 2% | -2% | · | 12µM* | -1 | 9% | 0.4% | -2% | -16% | 1% | 6% |
| CCOC(=O)c1sc(NC(=O)CN2CCN(c3ccccc3)CC2)nc1C | 2% | 1% | -2% | ? | -9 | -2% | -0.3% | · | -18% | 0% | -4% |
| S=C1NCCNC(=S)NCCOCCN1 | 5% | -1% | 1% | 6% | 1 | -22% | 0.1% | -5% | -3% | 3% | 6% |
| CC(=O)NC1(c2nnnn2CCOC(=O)Nc2ccc(Cl)cc2)CCCC1 | 2% | 2% | 1% | 8% | 4 | 25% | -0.1% | -2% | 10% | 4% | ? |
| COc1ccc2c(c1)c(CC(=O)Nc1ccc(C(C)=O)cc1)c(C)n2C(=O)c1ccc(Cl)cc1 | 4% | 6% | 4% | 12µM* | -2 | -20% | -0.6% | -11%[46.1 µM] | -17% | 1% | ? |
| Cc1ccc(NC(=O)C(Nc2cccc(C)c2)c2ccccc2)cc1 (configuration not stated) | -6% | -1% | -16% | 5% | 11 | 29% | ? | 1%[46.1 µM] | 2% | -2% | ? |
| CC(c1ccccc1)c1nnc(NC(=O)c2ccc3c(c2)OCO3)s1 (configuration not stated) | 0% | -1% | ? | ? | 14 | 0% | -0.3% | -10% | 18% | -23% | 9% |
| Cc1cccc(N2CCN(C(=S)Nc3ccc4nc(N5CCN(C)CC5)cc(C)c4c3)CC2)c1C | -7% | -2% | 2% | 14% | 4 | 0% | -0.1% | -7% | -9% | -7% | 2% |
| CCOP(=O)(c1ccccc1)c1nc(-c2ccccc2Cl)oc1N1CCCCC1 (configuration not stated) | -10% | -2% | 1% | ? | -5 | 23% | 0.7% | -2%[46.1 µM] | -10% | -13% | ? |
| CC1CCN(C(=O)CN2C(=O)NC3(CCCc4ccccc43)C2=O)CC1 (configuration not stated) | 1% | -1% | -7% | ? | 15 | 2% | -0.3% | 1% | -22% | -1% | 6% |
| CCOc1cccc(-c2nn(-c3ccccc3)cc2/C=C(/C#N)C(=O)NCCCn2ccnc2)c1 | -1% | -2% | -6% | ? | 3 | 0% | 2.7% | 1%[46.1 µM] | -3% | -1% | -18% |
| O=C(Nc1ncnc2sc3c(c12)CCC3)c1ccco1 | -2% | 1% | -1% | ? | -12 | 9% | 3.9% | -3% | -11% | -2% | -5% |
| CCCCNC(=O)N1CCN(c2ccnc3cc(Cl)ccc23)CC1 | -2% | 0% | -9% | 21µM* | -5 | -1% | 0.0% | 6% | 10% | 1% | ? |
| CN1CCN(c2nc3c(c(=O)n(C)c(=O)n3C)n2Cc2ccccc2F)CC1 | -1% | 2% | 2% | 1% | 17 | 0% | -0.8% | 2% | 1% | 0% | 8% |
| CN(C)C(=O)c1cc(C(=O)c2ccc(Cl)cc2Cl)c[nH]1 | -7% | 0% | -7% | ? | 8 | 5% | 0.2% | -3% | -3% | 0% | 5% |
| COc1ccc(NS(=O)(=O)c2cc(NC(=O)c3cncc(Br)c3)ccc2OC)cc1 | 11% | -6% | 2% | ? | · | · | -0.2% | -3% | -2% | 4% | ? |
| CCCCOC(=O)Nc1nnc(CCc2ccccc2)s1 | 0% | -2% | 10% | -1% | -13 | 0% | 0.2% | 2% | -10% | 0% | 6% |
| CCCCN(C(=O)c1ccc(-n2nc(C)cc2C)cc1)c1c(N)n(CCC)c(=O)[nH]c1=O | 0% | 1% | 1% | -4% | 15 | -8% | -0.2% | -3% | -17% | 2% | -4% |
| S=C(NC1CC1)N1CCN(C(=S)NC2CC2)CC1 | 0% | -4% | -1% | ? | 6 | -5% | 0.3% | -4% | -12% | -7% | -6% |
| CC(=O)NCCNC(=O)CCNC(=O)c1ccc(Cl)cc1 | 2% | -8% | -1% | ? | -6 | 2% | -0.1% | 4% | -1% | -1% | ? |

Compound profiles, as listed above:
S=C(NC1CC1)N1CCN(C(=S)NC2CC2)CC1 in the list: USP2a block = 0%; PTAP TSG101 blk = -4%; uPA generation = -1%; ELG1 repair inh = ?; TSHR antagonist = 6; Mito fusion yeast = -5%; B2AR arrestin = 0.3%; TCR act = -4%; Eya2 phos inh = -12%; Tb PFK block = -7%; Chronic BCR inh = -6%
Cc1cccc(N2CCN(C(=S)Nc3ccc4nc(N5CCN(C)CC5)cc(C)c4c3)CC2)c1C in the list: USP2a block = -7%; PTAP TSG101 blk = -2%; uPA generation = 2%; ELG1 repair inh = 14%; TSHR antagonist = 4; Mito fusion yeast = 0%; B2AR arrestin = -0.1%; TCR act = -7%; Eya2 phos inh = -9%; Tb PFK block = -7%; Chronic BCR inh = 2%

The results go on.
Values in the order: USP2a block | PTAP TSG101 blk | uPA generation | ELG1 repair inh | TSHR antagonist | Mito fusion yeast | B2AR arrestin | TCR act | Eya2 phos inh | Tb PFK block | Chronic BCR inh
CNC(=S)NNC(=O)c1sc2cc(C(F)(F)F)cnc2c1-c1cccnc1
    3% | -2% | 2% | -1% | 20 | -7% | -0.5% | 24% | 5% | 0% | 0%
CNC(=S)Nc1cc(S(=O)(=O)Nc2cc(Cl)ccc2Cl)ccc1N1CCCC1
    3% | 0% | 8% | -3% | -2 | -8% | 0.2% | -7% | 1% | 5% | -3%
O=C(Nc1cccc(S(=O)(=O)N2CCCC2)c1)c1ccc2c(c1)OCO2
    0% | -2% | 2% | ? | 3 | -7% | 0.3% | 4%[46.1 µM] | 1% | 0% | ?
Cc1nnc(SCc2cc(=O)[nH]c(/N=C(\N)Nc3ccccc3Sc3ccccc3)n2)s1
    -1% | -4% | -3% | -3% | -23 | 4% | -0.8% | -3% | -7% | -2% | 0%
